Compound activity: PubChem BioAssay, The Scripps Research Institute Molecular Screening Center
GPR151 ag = activates the human receptor GPR151; activation, % at 11.2 µM; PathHunter beta-arrestin GPR151 cells, luminescence; 650,000 compounds, 1% hits; Q8TDV0; in the data active = activation above about 4.9%;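 note: 0% = median of compound wells and 100% = cells with positive control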
Target sequence (Q8TDV0 whole entry, looked up): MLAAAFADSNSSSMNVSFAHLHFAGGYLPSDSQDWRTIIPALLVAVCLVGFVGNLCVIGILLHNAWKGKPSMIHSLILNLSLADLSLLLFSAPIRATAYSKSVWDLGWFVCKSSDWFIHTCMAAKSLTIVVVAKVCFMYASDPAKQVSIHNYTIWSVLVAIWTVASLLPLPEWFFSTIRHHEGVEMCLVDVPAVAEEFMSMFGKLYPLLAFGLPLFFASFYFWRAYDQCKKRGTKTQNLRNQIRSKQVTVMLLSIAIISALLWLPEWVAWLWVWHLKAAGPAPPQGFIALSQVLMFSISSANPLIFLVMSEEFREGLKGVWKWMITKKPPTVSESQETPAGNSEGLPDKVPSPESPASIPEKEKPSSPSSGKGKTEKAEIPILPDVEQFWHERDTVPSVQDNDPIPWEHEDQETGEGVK
FBW7 act = human FBW7 E3 ligase activation, primary screen. Q969H0. AlphaScreen FBW7–phospho-cyclin E peptide binding, activator screen. normalized activity (activation), % at 26.1 µM. 650,000 compounds, 0.13% hits; in the data active = normalized activity above about 1.9%;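 note: purified mutant Fbw7 with reduced substrate affinity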
MITF inh = human MITF inhibition, primary screen | O75030 | AlphaScreen MITF homodimerization, bead proximity signal | inhibition, % at 2.6 µM | 650,000 compounds, 0.91% hits | AID 1259374; in the data active = inhibition above about 50%;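 note: 0% = vehicle wells with protein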
Target sequence (O75030 whole entry, looked up): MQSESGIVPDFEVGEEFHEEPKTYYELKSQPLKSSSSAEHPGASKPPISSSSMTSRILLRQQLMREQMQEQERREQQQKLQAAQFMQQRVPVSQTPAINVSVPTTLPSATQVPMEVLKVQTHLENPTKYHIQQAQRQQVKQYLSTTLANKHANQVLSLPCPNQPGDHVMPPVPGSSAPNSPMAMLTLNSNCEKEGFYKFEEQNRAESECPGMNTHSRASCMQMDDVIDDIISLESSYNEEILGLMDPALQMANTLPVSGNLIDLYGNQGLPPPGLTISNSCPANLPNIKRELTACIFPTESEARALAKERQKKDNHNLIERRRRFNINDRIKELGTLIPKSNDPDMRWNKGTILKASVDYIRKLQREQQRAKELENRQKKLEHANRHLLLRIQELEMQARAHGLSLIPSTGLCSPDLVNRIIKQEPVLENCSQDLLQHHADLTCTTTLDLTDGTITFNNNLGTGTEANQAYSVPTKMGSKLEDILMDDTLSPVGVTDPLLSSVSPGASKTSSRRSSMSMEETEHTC
TEAD-YAP block = TEAD-YAP interaction inhibition; 640,000 compounds, 1.4% hits; AID 1259422; inhibition, % at 9.12 µM; HEK-TIYL cells, TEAD-Gal4/YAP UAS-luciferase luminescence; in the data active = inhibition above about 32%;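 note: 0% = median of test compound wells and 100% = reference inhibitor wells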
Numbers without * were called inactive; & = joins results of further samples. Random draw from the library; any-hit rate near 3.4%.

Structure | GPR151 ag | FBW7 act | MITF inh | TEAD-YAP block
Cc1nc2nc(C)c(CCC(=O)N3CCc4ccccc43)c(C)n2n1 | 0.1 | 0.2 | 16 | -1
C=CCn1c(COc2ccccc2)nnc1SCC(=O)Nc1ccc(C(C)=O)cc1 | -1.6 | -0.1 | -18 | -47
O=C(Nc1cc([N+](=O)[O-])ccc1O)c1ccccc1Br | -6.1 | -0.1 | -2 | -47
Cc1nnn(C23CC4CC(CC(CC(=O)Nc5ccc(F)c(Cl)c5)(C4)C2)C3)n1 | 1.0 | 0.1 | -2 | -4
O=c1[nH]c(CN2CCN(c3nnnn3-c3ccccc3)CC2)nc2sc3c(c12)CCCC3 | -0.9 | 0.0 | 1 | -2
COc1cccc(CNCCNC(=O)c2ccco2)c1OC | 0.6 | 0.0 | 25 | 5
CC(=O)Oc1ccccc1-c1nc2s/c(=C\c3cn(-c4ccccc4)nc3-c3ccc(Cl)cc3)c(=O)n2n1 | 0.0 | 0.1 | -8 | 2
COc1ccc(-c2cn3c4ccccc4n(CCN4CCOCC4)c3n2)cc1OC | 1.7 | 0.0 | 0 | 9
CC(C)(C)c1ccc(C(=O)CBr)cc1 | 0.1 | 0.2 | 3 | -2
CC(C)Oc1ccc(/C=C(/NC(=O)c2ccccc2)C(=O)NCCCCCC(=O)O)cc1 | -0.3 | 0.3 | 1 | 10
CCCCc1nc2cc(NC(=O)CCC(=O)OCC)c(C)nc2n1Cc1ccccc1 | -0.5 | 0.2 | -1 | 3
COCCN(C)c1nc2nonc2nc1N1CCCCCC1 | -1.5 | 0.6 | 10 | -4
CNC(=O)C(=O)NCCCn1ccnc1 | 0.4 | -0.1 | -1 | -2
O=C1C2C3C=CC(CC3)C2C(=O)N1n1cnnc1 (stereo not drawn) | 1.9 | 0.8 | 16 | 0
C=CCNC(=O)C(C)Oc1ccc(Cl)cc1Cl (stereo not drawn) | 0.5 | 0.2 | -7 | -3
CC(C)N(CCNC(=O)c1ccnc(N2CCN(c3ccccn3)CC2)c1)C(C)C | -2.4 | 0.1 | -14 | 4
CCC(C(=O)O)N1C(=O)/C(=C/c2ccccc2OC)SC1=S (stereo not drawn) | -0.6 | 0.0 | 13 | 6
COc1cc(OC)cc(C(=O)NCCCCc2ccccc2)c1 | 0.1 | 0.1 | -14 | 2
CCOC(=O)c1cnn(-c2ccccc2Cl)c1CNCc1ccccn1 | -1.4 | -0.1 | 30 | 9
C=CCc1c(C)c(C#N)c2nc3ccccc3n2c1N1CCCC1 | 1.0 | 0.0 | -2 | -3
O=C(CCc1ccccc1)Nc1ccnn1C1CCN(C(=O)c2cscn2)CC1 | 4.3 | -0.1 | 0 | 12
O=C(NCc1ccccc1)c1ccc(C(=O)NCc2ccccc2)cc1 | 2.4 | -0.1 | -2 | 2
CN(C(=O)C1CCCO1)c1nnc(-c2cccnc2)s1 (stereo not drawn) | 0.0 | 0.4 | 25 | -6
CC(=S)NC1C(=O)N(c2ccccc2)N=C1C (stereo not drawn) | 2.3 | -0.6 | 3 | 12
O=C(/C=C/NNC(=O)c1ccccc1)c1ccccc1 | 0.2 | -0.1 | 3 | -45

(next part)
Structure | GPR151 ag | FBW7 act | MITF inh | TEAD-YAP block
O=C(CNC(=O)c1cccs1)N=Nc1c(O)[nH]c2ccccc12 | 2.0 | 0.3 | 4 | -7
CCN=C1NC(=NCC)c2ccccc21 | 0.5 | 0.1 | -2 | -8
COCCn1c(-c2ccccc2)csc1=Nc1cccnc1 | -0.2 | 0.0 | 17 | -8
O=C(Nc1ccc2ccccc2c1)/C(=C/c1cccc(Br)c1)NC(=O)c1ccco1 | 1.0 | -0.1 | 11 | -4
CC1(C(=O)O)NC(c2cc(I)ccc2O)C2C(=O)N(Cc3ccccc3)C(=O)C21 (stereo not drawn) | 2.1 | -0.1 | 6 | -6
CCOC(=O)c1c(NC(=O)COc2cccc(Cl)c2)sc2c1CCC(C)C2 (stereo not drawn) | -0.3 | 1.3 | -8 | 17
COc1cc(C(=O)Nc2ccc(-c3nc4cc(C)c(C)cc4o3)cc2)cc(OC)c1OC | 0.3 | 0.0 | 4 | 2
COc1cc(C=O)ccc1OCCOc1ccc([N+](=O)[O-])cc1 | 1.0 | 0.1 | 11 | 10
Cc1nc2nc(SCc3c(F)cccc3Cl)nn2c(C)c1Cc1cccc(Cl)c1 | 0.4 | -0.1 | -6 | -11
COc1cccc(C(=O)NCc2cn3cccc(C)c3n2)c1 | 0.1 | 0.1 | -1 | -1
Cc1ccc(-n2nnnc2SCC(=O)NCCc2ccccc2)cc1C | -1.3 | -0.1 | -8 | 2
CCCC(NS(=O)(=O)c1ccc(Cl)cc1)C(=O)O (stereo not drawn) | 0.4 | -0.1 | -2 | -14
Cc1nnc2sc(Nc3ccccc3)nn12 | 0.8 | -0.1 | -5 | -12
O=C(CN1CCOCC1)Nc1ccc([N+](=O)[O-])cc1C(=O)Nc1ccccc1F | 3.2 | -0.1 | 4 | 6
CC1(C)CC2CC(C)(CN2CC(O)COc2ccccc2)C1 (stereo not drawn) | -2.0 | 0.0 | 19 | -10
CC(C)C[C@H]1NC(=O)[C@@H]2C[C@H](NCc3cn(C)nc3-c3ccccc3)CN2C1=O | -0.4 | 2.5* | -8 | 0
COc1cc(/C=N/Nc2nc3ccccc3[nH]2)ccc1O | -1.8 | -0.1 | 11 | -26
CC1CC(C)CN(c2nc(Nc3ccc(Cl)cc3)c3cnn(C)c3n2)C1 (stereo not drawn) | 0.2 | 0.0 | -3 | -4
CN1CCN(C(=O)c2cn(C)c3ccc(S(=O)(=O)N4CCCC4)cc3c2=O)CC1 | -0.7 | 0.3 | -7 | -9
COc1ccc(C(=O)Nc2ccc(C(N)=O)cc2)cc1OC | 2.8 | -0.1 | 4 | -11
Cc1ccc(CNC(=O)CCC2CCCN(S(=O)(=O)c3ccc(C)s3)C2)o1 (stereo not drawn) | -0.9 | 0.1 | 16 | 0
O=C(CSc1nnc(-c2ccccc2)n1-c1ccccc1)NC1CC1 | 1.4 | 0.0 | -1 | -2
Cc1c(C(=O)N2CCCCCC2)sc2ncn(CC(=O)N3CCCCC3)c(=O)c12 | -0.6 | -0.1 | 8 | 3
COc1ccc(N2C(=O)C3C4C=CC(C5CC45)C3C2=O)cc1 (stereo not drawn) | 2.3 | -0.1 | 4 | -14
O=C1CC(c2ccc(Cl)cc2)CC2=C1C(c1cccc([N+](=O)[O-])c1)Nc1ccccc1N2 (stereo not drawn) | 0.0 | 0.4 | 9 | -6

Next part
Structure | GPR151 ag | FBW7 act | MITF inh | TEAD-YAP block
c1ccc2c(c1)nc1n(CCN3CCCCC3)cnn21 | -1.1 | 2.1* | 19 | -6
N#Cc1cc2cc3c(cc2nc1NCCNS(=O)(=O)c1ccccc1)OCO3 | -0.6 | 0.0 | -7 | -2
O=C(O)c1cc(-n2[nH]c(=O)c3ccccc3c2=O)ccc1Cl | -1.3 | 0.0 | 13 | -74
CC(C)(C)c1ccc(OCC(=O)O)cc1 | -0.5 | 0.4 | -4 | 2
C/C(N)=C(/C#N)C(=O)COC(=O)c1cncc(Br)c1 | -2.0 | 0.7 | 1 | 5
O=C(NCc1ccccn1)c1ccc(S(=O)(=O)c2cccc(Cl)c2)c([N+](=O)[O-])c1 | -0.6 | -0.1 | -13 | 14
Cc1ccc2c(c1)/C(=C/c1ccc(C(C)(C)C)cc1)C(=O)N2 | -0.7 | -0.1 | 10 | 3
CC(=O)Nc1ccc(Nc2nc(Nc3ccc(N4CCOCC4)cc3)nc3nc[nH]c23)cc1 | -0.5 | -0.1 | 8 | 15
CCn1c(SCC(=O)OC(C)C)nnc1-c1cccc(Cl)c1 | -0.5 | 0.1 | 9 | 2
O=C(O)CC(c1ccco1)N1C(=O)C2C3C=CC(C3)C2C1=O (stereo not drawn) | 0.4 | 0.7 | 25 | -1
Cc1ccc(-n2nc3c(c2NC(=O)c2ccc(F)cc2)CS(=O)(=O)C3)cc1 | 2.4 | -0.3 | -10 | 5
Cc1cccc(Nc2ccc3c(cnn3-c3cccc(C(=O)Nc4ccc(N5CCOCC5)c(C)c4)c3)c2)c1 | 2.1 | 0.1 | 35 | 3
CCc1nnc(NC(=O)COc2cc(C)c(Cl)c(C)c2)s1 | 0.0 | -0.1 | 7 | 4
COc1ccc(C)cc1N(CC(=O)NCCC(C)C)C(=O)c1snc(C(N)=O)c1N | 11* | -0.1 | -23 | -2
NNC(=O)c1cccc(S(=O)(=O)N2CCOCC2)c1 | -0.7 | 0.0 | -2 | -11
N#Cc1ccc(OCC(=O)NCCc2ccccn2)cc1 | 1.6 | -0.1 | -1 | 8
CCn1ccc(C(=O)Nc2sccc2C(=O)NC)n1 | 1.6 | 0.0 | -13 | 10
C/C(=N/NC(=O)Cc1cccn1C)c1ccc(Cl)cc1 | 2.0 | -0.1 | 3 | -9
CC(CCn1cccn1)NC(=O)Cn1nnnc1CN1CCCCCC1 (stereo not drawn) | 0.2 | -0.2 | 0 | 1
C[C@H](NC(N)=O)C(=O)N1CCc2ccccc21 | 0.3 | 0.1 | 7 | -10
Cn1c2c(c(=O)n(C)c1=O)C(c1cccc(OC(=O)c3ccccc3F)c1)C1=C(N2)c2ccccc2C1=O (stereo not drawn) | 0.2 | 0.2 | -9 | 7
CC(C)(C)c1ccc(C2SCC(=O)N2c2ccc(Cl)cc2)cc1 (stereo not drawn) | -0.6 | 0.0 | -12 | 0
Cc1ccccc1C1(CC(=O)N2CCC(C)CC2)CC(=O)N(Cc2ccncc2)C1=O (stereo not drawn) | -0.9 | -0.3 | -16 | 8
CC1CC(C)CN(S(=O)(=O)c2ccc(C(=O)Nc3nc(-c4ccc(Br)cc4)cs3)cc2)C1 (stereo not drawn) | -1.5 | -0.1 | 19 | 0
CC(C)C(c1nnnn1Cc1ccc(F)cc1)N1CCC(O)CC1 (stereo not drawn) | -0.2 | 0.3 | 18 | 6

Two compounds from above, showing only MITF inh, TEAD-YAP block and FBW7 act:
| Structure | MITF inh | TEAD-YAP block | FBW7 act |
| --- | --- | --- | --- |
| CCc1nnc(NC(=O)COc2cc(C)c(Cl)c(C)c2)s1 | 7 | 4 | -0.1 |
| COc1ccc(C)cc1N(CC(=O)NCCC(C)C)C(=O)c1snc(C(N)=O)c1N | -23 | -2 | -0.1 |

Random excerpt: seven compounds from above, in no set order.
Structure | GPR151 ag | FBW7 act | MITF inh | TEAD-YAP block
O=C(O)c1cc(-n2[nH]c(=O)c3ccccc3c2=O)ccc1Cl | -1.3 | 0.0 | 13 | -74
Cn1c2c(c(=O)n(C)c1=O)C(c1cccc(OC(=O)c3ccccc3F)c1)C1=C(N2)c2ccccc2C1=O (stereo not drawn) | 0.2 | 0.2 | -9 | 7
N#Cc1ccc(OCC(=O)NCCc2ccccn2)cc1 | 1.6 | -0.1 | -1 | 8
CCn1ccc(C(=O)Nc2sccc2C(=O)NC)n1 | 1.6 | 0.0 | -13 | 10
NNC(=O)c1cccc(S(=O)(=O)N2CCOCC2)c1 | -0.7 | 0.0 | -2 | -11
CCc1nnc(NC(=O)COc2cc(C)c(Cl)c(C)c2)s1 | 0.0 | -0.1 | 7 | 4
CC(=O)Nc1ccc(Nc2nc(Nc3ccc(N4CCOCC4)cc3)nc3nc[nH]c23)cc1 | -0.5 | -0.1 | 8 | 15

The listing continues.
Structure | GPR151 ag | FBW7 act | MITF inh | TEAD-YAP block
CC(C)(C)c1cccc(Oc2nn[nH]n2)c1 | 0.8 | 0.1 | -26 | -3
Cc1ccc(N2C(=O)c3ccc(C(=O)Nc4ccc(O)cc4)cc3C2=O)cc1C | 2.1 | 0.1 | -4 | -1
C[N+]1(C)CCC(OC(=O)C(O)(c2ccccc2)C2CCCC2)C1 (stereo not drawn) | 0.8&-0.7&3.2 | 0.1&-0.2&0.1 | 3&13&-13 | 4
Oc1ccccc1CNC1CCN(Cc2ccccc2)CC1 | 2.1 | 0.1 | 2 | 18
O=C(NCC(c1cccnc1)N1CCN(c2ccccc2)CC1)C1CC1 (stereo not drawn) | -0.9 | 0.1 | 4 | 2
COc1ccc(C2C=C(c3ccc(I)cc3)Nc3ncnn32)cc1 (stereo not drawn) | -0.6 | 0.0 | -3 | -21
CCOC(=O)N1CCC(n2c(SCC(=O)NCCOC)nc3ccccc3c2=O)CC1 | 0.0 | 0.9 | 8 | 1
N#Cc1cccc(N=c2oc3ccccc3cc2C(=O)Nc2ccccc2)c1 | -0.9 | 0.0 | 3 | -47
COc1ccccc1/C=N/N=C1/NC(=O)C(CC(=O)Nc2ccc(Cl)cc2)S1 (stereo not drawn) | 0.8 | -0.2 | -2 | 3
NC(=O)[C@@H]1CCCN1C1CCN(c2ccc(NC(=O)Cc3cccc(Cl)c3)cc2)CC1 | -0.3 | 0.0 | 11 | 3
CC1(C)CC(=O)C2=C(C1)N(CC1CCCO1)C(=O)C2(O)C(F)(F)F (stereo not drawn) | 0.3 | -0.1 | 4 | 1
CC1CCN(c2ncnc3c2cnn3C)CC1 | 1.9 | 0.0 | 8 | 7
CC(C)[C@H](Cn1nc(-c2ccc(F)c(F)c2)ccc1=O)NC(=O)C1CCC1 | -1.2 | 0.2 | -10 | -4
O=C(NCCOc1ccccc1)c1ccc2nc(NCCCN3CCCC3=O)sc2c1 | -1.5 | 0.2 | 13 | -59
Cc1ccccc1NC(=O)Cn1nnc(S(=O)(=O)c2ccc(C(C)(C)C)cc2)c1N | -0.2 | 0.5 | -10 | -6
CC(C(=O)Nc1cccc(C(=O)O)c1)N(C)S(=O)(=O)c1ccccc1 (stereo not drawn) | 1.2 | 0.0 | 0 | -5
O=C1c2cccc3cccc(c23)C(=O)N1CCc1ccc(S(=O)(=O)N2CCCCC2)cc1 | 0.8 | 0.3 | 10 | -3
CCCOc1ccc(C2NC(=O)NC(C)=C2[N+](=O)[O-])cc1OC (stereo not drawn) | 0.1 | -0.1 | 9 | -5
